Diaphorase act = diaphorase activation or chemical reduction counter-screen; Diaphorase/resazurin coupled assay, resorufin fluorescence, 16 min; hits give high values; 1 = vehicle wells, 0 = NADH-free wells; activation factor at 20 µM; 0.005% of 190,000 active; AID 1229;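 active = diaphorase activity raised at least twofold by the compound at 20 µM; inactive = activation factor below 2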
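Material: Clostridium kluyveri diaphorase, purified enzyme; Quantity: enzyme 0.07 U/mL final; Medium: HEPES pH 7.4 buffer with MgCl2 and Tween 20; Dosing: single compound dose of 20 µM, 1% DMSO final; Schedule: 16 min reaction at room temperature; Measured by: red resorufin fluorescence at 544/590 nm excitation/emission.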
L major viab = inhibitors of Leishmania major promastigote growth; Leishmania major promastigotes, resazurin fluorescence viability; inhibition, % at 10 µM; 9% of 200,000 active; AID 1063;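 note: promastigotes grown with compound for 44 hours at 28 °C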
PMI act hi M6P = increases human PMI activity with near-saturating mannose 6-phosphate | coupled PMI enzyme assay, resazurin fluorescence, 20 min; hits give high values; 1 = untreated enzyme, 0 = substrate-free blank | activation factor at 20 µM | 0.34% of 190,000 active | AID 1216;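 active = activation factor of 2 or more at 20 µM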
Target sequence (P34949 whole entry, looked up): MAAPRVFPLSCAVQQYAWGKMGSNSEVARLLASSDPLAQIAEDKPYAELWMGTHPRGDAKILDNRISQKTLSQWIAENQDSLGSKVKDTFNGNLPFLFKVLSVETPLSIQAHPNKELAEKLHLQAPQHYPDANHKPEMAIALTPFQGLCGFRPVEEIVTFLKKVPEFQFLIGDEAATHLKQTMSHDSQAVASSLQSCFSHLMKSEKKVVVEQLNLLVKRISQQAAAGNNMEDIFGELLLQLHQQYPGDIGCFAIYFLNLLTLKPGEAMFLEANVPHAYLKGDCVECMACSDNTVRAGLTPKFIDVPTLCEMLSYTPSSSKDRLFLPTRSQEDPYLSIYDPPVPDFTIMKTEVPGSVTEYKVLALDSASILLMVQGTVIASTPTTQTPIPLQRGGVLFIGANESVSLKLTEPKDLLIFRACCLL
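test system = human PMI in coupled enzyme assay | medium = HEPES-buffered pH 7.4 with magnesium and detergent | also added = 1.0 mM mannose-6-phosphate substrate with 0.22 mM NADP+ | compound = 20 µM single dose | times = 20 min incubation at room temperature | measured by = resorufin fluorescence (Ex 544/Em 590 nm) from resazurin via diaphorase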
G6PDH counter = L. mesenteroides G6PDH inhibition counter-screen. 0.12% of 200,000 active. Purified L. mesenteroides G6PDH, diaphorase/resazurin coupled fluorescence, 45 min. inhibition, % at 5 µM. AID 1020
TLR4-MyD88 BLA = blocks binding of human TLR4 to MyD88; inhibition, % at 8.4 µM; 0.18% of 200,000 active; O00206+Q99836; HeLa CL3-4 TLR4/MyD88 BLA complementation, FRET ratio; in the data active = inhibition above about 25%;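 note: 0% = vehicle and 100% = reference inhibitor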
Redox H2O2 prof = compounds producing H2O2 with reducing agent – biochemical, NIH compound library profiling, artefact control for MLSCN library redox annotation, primary screen; DTT-dependent redox cycling H2O2, phenol red/HRP absorbance; 100% = 100 µM peroxide control, 0% = buffer; activation, % at 10 µM; 0.03% of 200,000 active; AID 878;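 active = activation of at least 50% relative to the plate's high and low controls in the primary single-dose screen; inactive = activation below 50%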;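 note: compound incubated with DTT at 0.8 mM final as the reducing agent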
S1P3 antagonist = blocks the human S1P3 receptor | CHO S1P3 NFAT-BLA reporter, FRET fluorescence, antagonist mode | inhibition, % at 4.98 µM | Q99500 | AID 485 | 0.27% of 170,000 active;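 active = inhibition above the plate cutoff, the mean inhibition of test wells on that plate plus 3 SD, cut at about 28% in these data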;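 note: cells challenged with S1P at its EC80 of 0.8 µM; blue over green emission ratio from cleaved BLA substrate after 4 h stimulation; 0% = S1P-stimulated wells and 100% = unstimulated DMSO-only wells; some compounds past the cut are filed as inactive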
Target sequence (Q99500 whole entry, looked up): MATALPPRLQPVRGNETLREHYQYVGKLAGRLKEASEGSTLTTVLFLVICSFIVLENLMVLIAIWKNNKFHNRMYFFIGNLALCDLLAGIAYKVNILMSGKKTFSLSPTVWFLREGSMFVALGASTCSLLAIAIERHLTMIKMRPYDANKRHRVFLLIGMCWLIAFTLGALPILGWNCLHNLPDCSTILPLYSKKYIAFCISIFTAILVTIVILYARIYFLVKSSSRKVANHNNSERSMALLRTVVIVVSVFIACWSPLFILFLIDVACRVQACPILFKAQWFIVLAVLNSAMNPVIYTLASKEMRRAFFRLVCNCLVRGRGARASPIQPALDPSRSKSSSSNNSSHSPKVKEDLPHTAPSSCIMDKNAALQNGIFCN
Diaphorase inh = inhibits diaphorase or chemically oxidizes, flagging diaphorase assay artifacts | diaphorase resazurin-to-resorufin fluorescence, NADH, 16 min; bacterial (C. kluyveri) enzyme, not human | inhibition, % at 20 µM | 0.69% of 190,000 active;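 active = primary screen inhibition at 20 µM above a set limit, cut at about 50% in these data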;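 note: plate controls were DMSO with full reaction for no effect and wells lacking NADH for full effect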
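controls = No-NADH positive control and DMSO neutral control | system = Clostridium kluyveri diaphorase enzyme | timing = reaction incubation of 16 min at room temperature | signal = resorufin fluorescence 544/590 nm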
Hsp70 activator = Hsp70 transcriptional activation, primary screen | AID 1203 | activation, % at 10 µM | 0.04% of 200,000 active | HeLa Hsp70 promoter luciferase reporter, luminescence; scaled: vehicle 0, proteasome-inhibitor control 100%;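 active = activation above the mean across all tested compounds plus 3 SD, cutoff set per campaign, cut at about 5.5% in these data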;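 note: 100% = MG132 at 30 µM as the positive control and 0% = DMSO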
RAM inhibit = yeast RAM network inhibition; S. cerevisiae dse1pr::URA3 reporter, 5-FOA growth OD615, 2 d; analog-sensitive cbk1-as2 kinase mutant strain; inhibition, % at 50 µM; 1.8% of 190,000 active; AID 868;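 active = inhibition above a set limit, 3 SD over mean compound inhibition, cut at about 8.4% in these data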;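 note: 0% = DMSO-only wells with no growth and 100% = 10 µM 1-NA-PP1 full growth; inhibition rescues growth on 5-FOA so higher OD means more RAM inhibition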
PMI activator = activators of human phosphomannose isomerase; P34949; purified human PMI, coupled resazurin fluorescence, 20 min; hits give high values; 1 = vehicle control, 0 substrate-free wells; activation factor at 20 µM; 0.005% of 190,000 active; AID 1214;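 active = activation factor of 2 or more at 20 µM, relative to plate controls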
The depositor's hits bear a star; . = no result given; & = joins results of further samples. Cut-off read from the data, not from the text of the source, unless noted: active = inhibition above about 50%; inactive = the rest. Hits appear at their usual frequency (roughly 12% active in at least one column).

SMILES	Diaphorase act	L major viab	PMI act hi M6P	G6PDH counter	TLR4-MyD88 BLA	Redox H2O2 prof	S1P3 antagonist	Diaphorase inh	Hsp70 activator	RAM inhibit	PMI activator
CCOC(=O)C(C)Sc1nc2c([nH]c3ccccc32)c(=O)n1C (stereo unspecified)	1.1	26	1	6	-15	0.1	.	-7	-0.1	1.2	1
CCOc1ccccc1-n1cnc(C#N)c1N	0.9	-8	1.1	8	0	0.2	-13	8	-0.2	0.5	1
CC(C)(C)NCCCOc1ccc(Cl)cc1C(C)(C)C	0.9	100*	0.9	20	7	-0.1	2	13	-0.3	0.0	0.9
CCOc1ccccc1NC(=O)CSc1nnc(CNC(=O)COc2ccc(Cl)cc2)o1	0.8	-1	1	-1	-3	0.0	-6	16	-0.3	2.7	1
N#C/C(=C\c1ccccc1Cl)C(=O)NC(=O)Oc1ccccc1	0.9	-2	1	13	3	0.1	.	10	-0.1	1.1	1
N#CC(c1ccc(Cl)cc1)N1CCOCC1 (stereo unspecified)	1	1	0.9	7	1	-2.1	-8	2	-0.1	-0.2	1
O=C(CC12CC3CC(CC(C3)C1)C2)N1CCN(S(=O)(=O)c2cccs2)CC1	1	-1	1	-6	-3	0.5	1	2	-0.3	2.9	0.9
Cn1c(Cc2ccccc2)nnc1SCc1nc2ccccc2c(=O)[nH]1	1	-8	1.1	0	3	-0.1	-19	2	0.1	0.5	1
Cc1nnc(NC(=O)CSc2ccccn2)s1	0.9	4	1	-3	-5	1.6	19	13	0.3	0.0	1
O=C(O)Cc1n[nH]c(=O)c2ccccc12	1	-6	1	-2	-1	0.6	-4	-1	-0.6	2.1	1.1
COC(=O)C1=C(C)N(Cc2ccc(C)cc2)C(=O)/C1=C\c1ccc(O)c(OC)c1	0.7	23	0.4	20	-3	-0.5	.	34	-0.1	6.0	0.7
O=C1C2C3c4ccccc4C(Br)(c4ccccc43)C2C(=O)N1c1ccccc1O (stereo unspecified)	0.8	12	0.9	-6	-11	-0.1	6	25	-0.3	2.2	0.9
CCCCNC(=O)Nc1cc(C(=O)OC)ccc1Cl	1	20	1.1	9	0	0.2	.	3	-0.4	1.1	1
Cc1ccc(OCC(=O)N/N=C\c2c(C)[nH]n(-c3ccccc3)c2=O)c([N+](=O)[O-])c1	0.7	-9	1	-5	7	0.8	-2	34	-0.1	0.7	1.1
Cc1c(Cl)cccc1NC(=S)NCCCN(C)C	1	82*	1	9	-1	0.4	0	4	-0.2	4.4	1
CCc1ccc(-n2c(SCc3cc(=O)n4cc(Br)ccc4n3)nc3[nH]ncc3c2=O)cc1	0.8	57*	1	3	-2	1.1	5	20	0.1	3.9	1.1
CC(C)CNC(=O)c1cc([N+](=O)[O-])ccc1N1CCOCC1	0.9	-2	1	-1	7	-0.5	-16	5	-0.3	3.1	1
Cc1cccc(NC(=O)Cc2ccc(F)cc2)c1	0.9	0	1	10	1	0.5	.	12	-0.3	0.8	0.9
CC(C)(C)c1nc[nH]c(=O)c1Br	0.8	19	0.9	4	7	-0.1	2	16	0.3	1.1	1
CC(C)(C)NC(=O)C(=O)NNC(=O)c1ccc(C(C)(C)C)cc1	0.9	4	1	-4	-15	-0.1	8	5	0.4	-0.3	1
CCCC1=NN(c2ccc([N+](=O)[O-])cc2)C(=O)/C1=C\N(C)C	0.9	-6	1	8	0	-1.3	-15	12	-0.3	6.8	0.9
CCCn1c(=O)c2c(C(F)(F)F)cc(-c3cccs3)nc2n(CCC)c1=O	1	-7	1	6	-3	0.7	-16	-3	-0.4	2.7	1.1
Cc1ccc(OCCn2cc(Br)c(=O)[nH]c2=O)cc1	1	-11	1	12	11	3.8	.	-2	-0.4	0.5	1
COc1cccc(-n2ccnc2SCC(=O)Nc2cc(C)on2)c1	0.8	-1	0.9	1	-1	-2.3	-4	16	0.0	0.1	0.9
CCN(CC)C(=O)/C=C/c1ccc(OC)c(S(=O)(=O)N2CCCCC2)c1	0.9	0	0.9	8	4	-0.9	0	14	-0.4	1.0	0.9

Three entries picked at random from the list so far, as already listed:
SMILES	Diaphorase act	L major viab	PMI act hi M6P	G6PDH counter	TLR4-MyD88 BLA	Redox H2O2 prof	S1P3 antagonist	Diaphorase inh	Hsp70 activator	RAM inhibit	PMI activator
CC(C)(C)NC(=O)C(=O)NNC(=O)c1ccc(C(C)(C)C)cc1	0.9	4	1	-4	-15	-0.1	8	5	0.4	-0.3	1
Cc1ccc(OCC(=O)N/N=C\c2c(C)[nH]n(-c3ccccc3)c2=O)c([N+](=O)[O-])c1	0.7	-9	1	-5	7	0.8	-2	34	-0.1	0.7	1.1
CC(C)CNC(=O)c1cc([N+](=O)[O-])ccc1N1CCOCC1	0.9	-2	1	-1	7	-0.5	-16	5	-0.3	3.1	1

Other results:
SMILES	Diaphorase act	L major viab	PMI act hi M6P	G6PDH counter	TLR4-MyD88 BLA	Redox H2O2 prof	S1P3 antagonist	Diaphorase inh	Hsp70 activator	RAM inhibit	PMI activator
CCOc1ccc(CNc2cccc(SC)c2)cc1	.	6	.	16	11	0.3	-8	.	-0.4	0.1	.
CC1=CCC2COC(c3ccc[n+](Cc4ccccc4)c3)C1C2 (stereo unspecified)	0.7	47	0.6	9	2	-0.1	-8	26	-0.3	-0.8	0.8
Cc1cccc(-n2c(=O)[nH]c3c(C(N)=O)nc(-c4ccccc4Cl)nc32)c1	0.9	49	0.9	-10	2	-2.0	-2	8	-0.2	2.7	0.9
CCOC(=O)c1c[nH]c2c(C(F)(F)F)cccc2c1=O	0.9	-1	1	13	-9	-0.5	-1	10	-0.1	1.6	1
CC(C)(C)C(=O)Nc1nnc(SCc2ccc(F)cc2)s1	0.9	2	1	4	13	0.1	.	10	0.1	-1.4	1
CCOC(=O)Cn1nnc2c(sc3nc4c(c(-c5ccccc5)c32)CCC4)c1=O	0.8	0	0.9	-2	-6	0.1	.	24	-0.3	2.1	0.9
O=C(CN1CCC(n2nnc3cc(C(F)(F)F)ccc32)CC1)Nc1ccc2c(c1)CCC2	0.8	50	0.9	8	2	-0.1	.	16	0.1	2.1	0.9
CCOC(=O)c1ccc(S(=O)(=O)N2CCN(C3CCCC3)CC2)cc1	.	90*	.	8	7	-0.2	0	.	-0.5	-0.8	.
COc1ccccc1C(=O)N/N=C(\C)c1ccc(NC(=O)C2CC2)cc1	0.6	-2	1	-5	-5	-0.3	-6	38	-0.2	4.2	1.1
COCCCN1C(=O)c2ccc(C(=O)Nc3cccc(OC)c3)cc2C1=O	1.1	-7	1	2	-2	2.3	.	-9	-0.1	-0.1	1
OCCSc1nc(-c2ccccc2)nc2c1CCC2	0.9	52*	1	6	-4	-0.2	-10	14	-0.5	1.0	0.9
COc1cc(C(=O)NCC(c2ccccc2)N(C)C)ccc1OCC(=O)N1CCOCC1 (stereo unspecified)	1	15	1	6	-5	-0.1	-23	3	-0.2	-1.1	1
O=C(NC1CC1)C1CCN(S(=O)(=O)c2cc(Cl)ccc2Cl)CC1	.	-4	.	13	7	0.4	-4	.	-0.2	0.8	.
Cn1c(C(=O)NCCCN2CCN(c3ccccc3F)CC2)cc2c(=O)[nH]c3ccccc3c21	0.7	6	1	1	-10	1.2	11	32	-0.3	0.0	1
CCOC(=O)c1[nH]c2cc3c(cc2c1NC(=O)CN1CCC2(CC1)OCCO2)OCO3	1	6	1	12	-5	-0.3	.	3	-0.4	-0.3	1
Cc1ccc(S(=O)(=O)N2CCCCC2)cc1NC(=O)COC(=O)c1ccc(O)cc1	1	4	1	-8	-2	0.2	5	5	-0.2	1.0	1
CCN(CC)S(=O)(=O)c1cccc(-c2nnc(SCC(=O)NC)n2CCc2ccccc2)c1	0.8	-7	1	8	0	-0.7	-15	15	-0.3	1.5	1
COc1ccc(NC(=S)N(CCCN2CCCC(C)C2)Cc2cccs2)cc1 (stereo unspecified)	0.9	95*	1	4	4	-0.9	3	8	0.1	0.4	1
CC(C)CC(CC(C)C)=NNC(=O)c1ccc2c(c1)OCO2	0.9	-4	1.1	4	-14	-0.3	-16	6	0.4	-0.1	1
CCS(=O)(=O)NCC(c1ccco1)N1CCN(c2ccccc2)CC1 (stereo unspecified)	0.9	-5	1	12	3	0.6	-11	9	-0.4	1.6	0.9
Cn1c(SCC(=O)NNC(=O)Cc2ccccc2)nc2ccccc2c1=O	1	-2	1	-4	-3	0.2	-3	-3	-0.2	-0.7	1.1
CCOC(=O)c1c(NC(=O)C(=O)N/N=C(\C)c2ccc(OC)cc2)sc2c1CCCCC2	0.9	4	0.9	-16	12	-0.6	3	10	-0.3	5.1	0.9
CC1CC(C)(C)CC2(C1)NC(=O)N(CC(=O)NCCc1ccc3c(c1)OCCO3)C2=O (stereo unspecified)	1	5	1.1	-4	-12	-2.7	8	-3	0.3	2.4	1.1
COc1cc(OC)cc(C(=O)Nc2ccc(-n3cnnn3)c(C)c2)c1	0.8	2	0.9	3	24	1.8	22	23	0.4	3.1	0.9
CCCCC(=O)Nc1ccc(N2CCN(S(C)(=O)=O)CC2)cc1	1	-6	1	-1	5	0.1	2	5	0.1	2.3	0.9
O=C(NC1CC1)C1=C[C@@H](c2ccccc2)C[C@@H](OCCCCO)O1	0.9	-12	1	-1	-7	0.1	-3	6	0.0	1.1	1
Cc1nc2c(o1)CCc1ccccc1C2N1CCN(C)CC1 (stereo unspecified)	0.8&1.1	1&5	0.9&0.9	0&4	-6&6	0.0&-0.8	-12	21&-7	-0.2&-0.4	1.3&0.4	1&1.1

3 compounds out of the list, arranged by number of heavy atoms, ascending:
SMILES	Diaphorase act	L major viab	PMI act hi M6P	G6PDH counter	TLR4-MyD88 BLA	Redox H2O2 prof	S1P3 antagonist	Diaphorase inh	Hsp70 activator	RAM inhibit	PMI activator
CC(C)(C)C(=O)Nc1nnc(SCc2ccc(F)cc2)s1	0.9	2	1	4	13	0.1	.	10	0.1	-1.4	1
CCCCC(=O)Nc1ccc(N2CCN(S(C)(=O)=O)CC2)cc1	1	-6	1	-1	5	0.1	2	5	0.1	2.3	0.9
CCOC(=O)c1c(NC(=O)C(=O)N/N=C(\C)c2ccc(OC)cc2)sc2c1CCCCC2	0.9	4	0.9	-16	12	-0.6	3	10	-0.3	5.1	0.9
